High-throughput results from PubChem BioAssay.
mouse EphA4 binding – inhibitors of EphA4 binding to KYL peptide, primary screen, biochemical, colorimetric, mouse EphA4 (AID 689); Ephrin type-A receptor 4 (Mus musculus); 0.1% of 62,000 active; inhibition, % at 10 µM; hits with a dose series show IC50 in µM; EphA4-AP binding to KYL peptide, pNPP A405; higher % means a stronger effect; in the data active = a potency from the dose series; inactive = the rest, 99 in 100 with inhibition below about 22%
Active calls of the source: *; & = joins results of further samples. Not all compounds are listed. The share of hits here may be higher or lower than overall.

| SMILES | mouse EphA4 binding |
| --- | --- |
| Cn1cnnc1Sc1nc2c(c(=O)n(C)c(=O)n2C)n1Cc1ccc(Cl)cc1Cl | -1% |
| CCCCOc1ccc(C(C)(O)CCN2CCOCC2)cc1 (stereo not drawn) | -12% |
| COc1cc(C(=O)NC2CC3CCCC(C2)N3C2CC2)cc(OC)c1OC (stereo not drawn) | -9% |
| O=C(Nc1c(-c2cccs2)nc2ccc(Cl)cn12)c1ccc(Cl)cc1 | -6% |
| CC(Sc1ccc(Cl)cc1)C(=O)NCc1cccnc1 (stereo not drawn) | -15% |
| COC(=O)C1CSC(C(=O)OC)N1C(=O)Nc1ccccc1 (stereo not drawn) | -12% |
| COC(=O)c1c(N)n(-c2ccc(N3CCOCC3)cc2)c2nc3ccccc3nc12 | -1% |
| COc1ccc(C(O)P(=O)(OC2CCCCC2)c2ccc(N(C)C)cc2)cc1OC (stereo not drawn) | -14% |
| Cc1c(Cl)cccc1NC(=O)c1ccc(-n2ccnc2)nc1 | 2% |
| C=CCOc1ccc(/C=C(\C(=O)c2ccc(C)cc2)c2nc3ccccc3o2)cc1 | 2% |
| CN1CCN(C(=O)CCNC(=O)Cn2ccc3ccccc3c2=O)CC1 | 3% |
| COc1ccccc1-c1nn2c(-c3ccccc3Cl)nnc2s1 | -10% |

Structures above with a carbonyl joined to an NH by a bond outside any ring (six):
| SMILES | mouse EphA4 binding |
| --- | --- |
| COc1cc(C(=O)NC2CC3CCCC(C2)N3C2CC2)cc(OC)c1OC (stereo not drawn) | -9% |
| O=C(Nc1c(-c2cccs2)nc2ccc(Cl)cn12)c1ccc(Cl)cc1 | -6% |
| CC(Sc1ccc(Cl)cc1)C(=O)NCc1cccnc1 (stereo not drawn) | -15% |
| COC(=O)C1CSC(C(=O)OC)N1C(=O)Nc1ccccc1 (stereo not drawn) | -12% |
| Cc1c(Cl)cccc1NC(=O)c1ccc(-n2ccnc2)nc1 | 2% |
| CN1CCN(C(=O)CCNC(=O)Cn2ccc3ccccc3c2=O)CC1 | 3% |

(more compounds)
| SMILES | mouse EphA4 binding |
| --- | --- |
| C/C(NC(=O)c1cccs1)=C1\C(=O)C[C@@H]2[C@H]1C2(C)C | -1% |
| Cc1nc2c3ccccc3n(CC#N)c(=O)n2n1 | -14% |
| Cc1nc2ccc(S(=O)(=O)NC(C(=O)N3CCn4c3nc3ccccc34)C(C)C)cc2s1 (stereo not drawn) | -10% |
| O=C(c1ccc(S(=O)(=O)N2CCOCC2)cc1)N1CCN(c2ccc(F)cc2)CC1 | -13% |
| Cc1[nH]n(-c2ccc(Cl)cc2)c(=O)c1C=Nc1ccc(S(=O)(=O)N2CCOCC2)cc1 | 0% |
| COc1ccccc1NC(=O)C1=C(C)Nc2ncnn2C1c1ccccc1C (stereo not drawn) | -8% |
| COCCn1c(Cc2ccccc2)nnc1SCC(=O)NC(C)(C)C | -4% |
| O=C(O)CN1CCOCCOCCN(CC(=O)O)CCOCCOCC1 | -10% |
| Cc1ccc(NC(=O)N(CCCN2CCOCC2)Cc2cc3cc4c(cc3[nH]c2=O)OCO4)cc1 | 11% |
| COc1cc(Cn2ccnc2)c(OC)cc1Cn1ccnc1 | -7% |
| CCCC(CCC(=O)OC)(C(=O)OCC)c1csc(N)n1 (stereo not drawn) | -4% |
| CCOC(=O)c1ccccc1NC(=O)Cn1cnc2c(cnn2-c2ccccc2)c1=O | -17% |
| Cc1ccc(CSCC(=O)N2CCN(c3ccc(F)cc3)CC2)cc1 | 1% |
| CCNC(=S)NNC(=O)c1cccs1 | -11% |
| CCOC(=O)Cc1csc(NC(=O)CSc2nnc(-c3ccc(C)cc3)o2)n1 | -11% |
| COc1cccc(C(=O)NNC2=CC(=O)CC(C)(C)C2)c1 | -7% |
| Cc1cccc(N(CC(=O)NC2CCCCC2)C(=O)CCC(=O)Nc2ccccn2)c1 | -9% |
| CC1=C(C(=O)OC2CCCCC2)C(c2ccc(C)o2)C2=C(CCCC2=O)N1 (stereo not drawn) | -2% |
| O=C(Nc1ccccc1)Nc1ncccn1 | -2% |
| CCN(CC)CCNCc1ccc(-c2ccc(Cl)cc2)o1 | -1% |
| Cc1cccc(CSC2=NCCN2C(=O)c2ccco2)c1 | -6% |
| COc1cc(/C=C2/C(=O)N(c3ccccc3)N=C2C)ccc1OC(=O)c1cccs1 | 3% |
| Cc1ccccc1-c1nc2cc(Cl)ccc2o1 | -1%&-13% |
| CCC(c1nnnn1C(C)(C)CC)N(CCCO)Cc1cc2cc(C)cc(C)c2[nH]c1=O (stereo not drawn) | -11% |
| O=C(Nc1ccc2c(c1)Cc1ccccc1-2)c1ccco1 | -10% |
| CCCCC(CC)CN1C(=O)/C(=C/c2ccncc2)SC1=S (stereo not drawn) | 12% |
| O=C(CN1CCN(C(=O)c2cccc(F)c2)CC1)Nc1ccccc1F | 8% |
| Cc1ccc(Nc2ncc3c(n2)CC(c2ccco2)CC3=O)c(C)c1 (stereo not drawn) | -4% |
| CCC(c1nnnn1Cc1cccs1)N1CCN(c2nc3ccccc3s2)CC1 (stereo not drawn) | -4% |
| CC(=O)Nc1ccc(NC(=S)NC(NC(=O)c2ccc(C)cc2)C(Cl)(Cl)Cl)cc1 (stereo not drawn) | 7% |
| Cc1cc2n(n1)C(c1sccc1C)Nc1ccccc1-2 (stereo not drawn) | 0% |
| CCOc1ccc(CCNC(=O)c2cc3ccccn3n2)cc1OCC | -6% |
| COC(=O)c1cc(C(=O)N(Cc2ccccc2)c2ccccn2)cc([N+](=O)[O-])c1 | -11% |
| COc1ccc(OC)c(Nc2nc(-c3cccc([N+](=O)[O-])c3)nc3ccccc23)c1 | 5% |
| COc1ccc(/C=C(/NC(=O)c2ccc(C)cc2)c2nc3ccccc3[nH]2)cc1OC | -7% |
| N#Cc1ccc(Nc2ccccc2)c(N)c1 | 6% |
| COc1cc(NC(=O)CCc2ccccc2)c(C(=O)O)cc1OC | -11% |
| O=C(O/N=C\c1ccc(N2CCCCC2)c([N+](=O)[O-])c1)c1c(F)cccc1F | -1% |
| COc1ccc(OC)c(NC(=O)CN(c2ccc(C)cc2)S(=O)(=O)c2c(C)noc2C)c1 | 3% |
| CCOC(=O)c1c(NC(=O)CNCC(O)CO)sc(C)c1C (stereo not drawn) | 1% |
| O=C(CSc1ncn[nH]1)Nc1ccc(S(=O)(=O)N2CCCC2)cc1 | -2% |
| CCN1CCN(C(=O)Nc2ccc(Cc3ccc(NC(=O)N4CCN(CC)CC4)cc3)cc2)CC1 | -4% |
| CC1(C)CC2(CCO1)OC(=O)CC2C(=O)NCc1ccccc1 (stereo not drawn) | -12% |
| CC(C)N1C(=O)C2C(C(=O)NC3CCCCC3)C3C=CC2(O3)C1C(=O)NC1CCCCC1 (stereo not drawn) | -10% |
| c1ccc(-c2c[nH]c3[n+]2CCCCC3)cc1 | 5% |
| CC(NC(=O)c1ccc(CS(=O)(=O)c2ccc(Cl)cc2)o1)c1ccc2c(c1)OCCO2 (stereo not drawn) | -1% |
| COc1ccccc1CNC(=O)C1CCN(Cc2nc(-c3cccc(Cl)c3)oc2C)CC1 | 15% |
| CCN(CC)C(=O)CSc1nc2ccc(NC(=O)CSc3nnc(COc4ccccc4C)n3C)cc2s1 | -11% |
| CCOc1cc(-c2noc(N)c2C(=O)OC)cc(OCC)c1OCC | 6% |
| C=C(C)COc1ccc(-c2n[nH]c(C)c2-c2ccc(OC)cc2)c(O)c1 | -1% |
| CC(=O)Oc1ccc(C)cc1N1C(=O)c2ccc(C(=O)O)cc2C1=O | 2%&19% |
| CCC(NC(=O)Nc1nnc(C(F)(F)F)s1)(C(F)(F)F)C(F)(F)F | 0% |
| COC(=O)c1c(C(=O)OC)c2n(c1C)CCC2 | -6% |
| CNC(=O)COc1ccccc1C(=O)Nc1ccc2c(c1)oc1ccccc12 | 5% |
| Cc1cc(Cl)ccc1Oc1nc(-c2ccc(F)cc2)ccc1C#N | 14% |
| O=C(COc1ccccc1)N(Cc1cc2ccccc2[nH]c1=O)CC1CCCO1 (stereo not drawn) | 8% |
| CCCn1nc2cc(C(=O)NCc3ccc(C)cc3)ccc2c1OC | -22% |
| COc1ccc(NC(=O)COc2cc(C)c(Cl)c(C)c2)cc1OC | 0% |
| CCCCOc1ccc2ccccc2c1C=O | 1% |
| O=C(CN1C(=O)c2ccccc2C1=O)NCC(=O)OCC(=O)c1ccc(Br)cc1 | -7% |

Next structures.
| SMILES | mouse EphA4 binding |
| --- | --- |
| CCc1cc2c(N[C@@H](C)C(=O)O)ncnc2s1 | -10% |
| COCCCNC(=O)Cn1ncc2ccsc2c1=O | -9% |
| COc1ccccc1CN(Cc1cc2cc3c(cc2[nH]c1=O)OCCO3)Cc1nnnn1Cc1ccco1 | -15% |
| CSc1nc(N)nc(SCC(=O)c2ccccc2)c1C#N | -2% |
| Cc1ccc2c(c1)nnn2C1CCN(S(=O)(=O)c2ccc(C(=O)NC3CCCC3)cc2)CC1 | -12% |
| [2H]c1c([2H])c([2H])c(-c2nc(N3CCCCCC3)sc2C(=O)c2ccccc2)c([2H])c1[2H] | 31% |
| COc1ccc2cc(C(c3nnnn3CC3CCCO3)N3CCOCC3)c(=O)[nH]c2c1 (stereo not drawn) | -1% |
| COc1cccc(-n2c(Cc3cc(=O)[nH]c(=O)[nH]3)nnc2SCC(=O)Nc2ccccc2)c1 | 3% |
| COc1ccc(NC(=O)c2ccc3c(c2)OCO3)cc1Cl | 0% |
| O=C(NCc1cccc(C(F)(F)F)c1)C1CCCN(c2ncccn2)C1 (stereo not drawn) | -8% |
| COc1ccc(Cc2nnc(SCC(=O)NCC3CCCO3)o2)cc1 (stereo not drawn) | 20% |
| Cc1oc(-c2cccs2)nc1CS(=O)CC(=O)NCCCOC(C)C (stereo not drawn) | -4% |
| CC1(C)SC(=S)N(Cc2ccc3c(c2)OCO3)C1N(O)C(=O)NC1CCCCC1 (stereo not drawn) | -5% |
| Cc1ccc(CCN2CC(C(=O)NCc3ccco3)CC2=O)cc1 (stereo not drawn) | 3% |
| COc1ccc(N2C(=O)CSC23CCC(C(C)(C)C)CC3)cc1 (stereo not drawn) | 2% |
| O=C1Nc2cc(C(=O)N3CCN(Cc4ccccc4)CC3)ccc2SC1N1CCOCC1 (stereo not drawn) | -22% |
| O=C(CSc1nn(-c2ccccc2)c(=S)s1)Nn1cnnc1 | -6% |
| NC(=O)C[C@@H]1N[C@]2(C(=O)Nc3ccccc32)[C@@H]2C(=O)N(C3CCCCC3)C(=O)[C@H]12 | -13% |
| COc1ccc(C(=O)NC(C(Cl)(Cl)Cl)S(=O)(=O)c2ccc(C)cc2)cc1OC (stereo not drawn) | -5% |
| O=C1[C@@H]2C(Cc3ccc(O)cc3)NC3(C(=O)Nc4ccc(F)cc43)[C@@H]2C(=O)N1c1ccccc1 (stereo partly drawn) | -5% |
| CNCc1ccccc1Sc1ccc(OC)cc1 | -7% |
| Cc1nc(=O)c(-c2ccccc2)c(C)n1Cc1ccccc1 | -4% |
| C=CCn1c(SCC(=O)N2CCCC2)nc2scc(-c3cccs3)c2c1=O | -7% |
| CCOC(=O)C1=C(O)/C(=C/c2cc(C)n(-c3cccc(Cl)c3)c2C)N=C1C | -8% |

Part of the list above in order of heavy-atom count, smallest number first.
| SMILES | mouse EphA4 binding |
| --- | --- |
| COc1ccc(N2C(=O)CSC23CCC(C(C)(C)C)CC3)cc1 (stereo not drawn) | 2% |
| C=CCn1c(SCC(=O)N2CCCC2)nc2scc(-c3cccs3)c2c1=O | -7% |
| COc1ccc(C(=O)NC(C(Cl)(Cl)Cl)S(=O)(=O)c2ccc(C)cc2)cc1OC (stereo not drawn) | -5% |

New compounds follow.
| SMILES | mouse EphA4 binding |
| --- | --- |
| CC(=O)c1ccc(NC(=O)N[C@@H](Cc2ccccc2)C(=O)O)cc1 | -6% |
| CCOc1cccc(-c2nnc(SCC(=O)Nc3cccc(OC)c3)n2N)c1 | 0% |
| NC(=O)CCn1nc(-c2ccccc2)c2ccccc2c1=O | 7% |
| C=CCn1c(Cc2cccs2)nnc1SCC(=O)NCc1ccco1 | 1% |
| Cc1cccc(OCC(=O)Nc2cccc3nsnc23)c1 | -3% |
| COc1ccc2[nH]c(=O)c(CN(Cc3nnnn3Cc3ccccc3)CC3CCCO3)cc2c1 (stereo not drawn) | -3% |
| CS(=O)(=O)N1CCc2cc(C(=O)OCC(=O)c3ccccc3)ccc21 | 8% |
| CC1=NN(c2ccc(C)c(Cl)c2)C(=O)C1 | 0% |
| COc1ccccc1Cn1c(=O)[nH]c2cccnc21 | -14% |
| CCN(CC)c1ccc(NC(=O)COc2ccc(C)cc2)cc1 | 7% |
| CN1CCC(N(C)C(=O)CCc2nc3ccccc3c(=O)[nH]2)CC1 | -4% |
| CCOC(=O)c1ccc(N2C(=O)C3ON(c4ccccc4)C(c4ccco4)C3C2=O)cc1 (stereo not drawn) | 42% |
| CCOc1cc(C2Nc3ccccc3C(=O)N2c2ccccc2)ccc1O (stereo not drawn) | 11% |
| CCC(C)N(C(=O)COC(=O)CCc1c[nH]c2ccccc12)C1CCS(=O)(=O)C1 (stereo not drawn) | 3% |
| Cc1ccc([N+](=O)[O-])c2cccnc12 | -4% |
| CCOC(=O)c1c(N2C(=O)Nc3cc(Cl)c(Cl)cc3N2O)sc2c1CCCCC2 | 5% |
| Cc1ccc2nc(NC3=NCN(C4CCCCC4)CN3)nc(C)c2c1 | -1% |
| Cc1cc(C(=O)NCCCN2CCN(c3cc(Cl)ccc3C)CC2)n(-c2ccccc2)n1 | 15% |
| CCCCOc1ncnc2c1[nH]c1ccccc12 | -1% |
| CCN(CC)c1ccc(C(NC(C)=O)NC(C)=O)cc1 | 2%&1% |
| O=C1C(C=NC2CC2)=C(O)c2ccccc21 | -14% |
| Cc1ccc(CNC(=O)CCNS(=O)(=O)c2ccc3c(c2)c(=O)n(C)c(=O)n3C)cc1 | -11% |
| C=CCNC(=S)Nc1ccc2nc(C)c(C)nc2c1 | -3% |
| CCn1c(C)nc2cc(-c3nnc(-c4c(-c5ccccc5)noc4C)o3)ccc21 | -6% |
| Clc1ccc(Cn2nnc(-c3ccc(N4CCOCC4)cc3)n2)cc1 | -5% |
| C/C(=N\NC(=O)c1c(Cl)c(C)nn1C)c1ccc(NC(=O)COc2ccc(Cl)cc2C)cc1 | -15% |
| CCSC(C)CC1CC(=O)CC(=O)C1 (stereo not drawn) | 0% |
| O=C(c1cnc2sccn2c1=O)N1CCc2ccccc2C1 | 4% |
| Cn1nc(C(C)(C)C)cc1C(=O)Nc1nc2c(s1)C(=O)CC(C)(C)C2 | -16% |
